Screens: PubChem BioAssay, several laboratories
MEKK3 PB1 HTS: modulators (inhibitors or enhancers) of MEK5 binding to human MEKK3 PB1 domain. Q99759. bead-based flow cytometry, Alexa488-MEK5 binding to MEKK3; actives lie on both sides; 0 = blocked by unlabeled MEK5, 100 = vehicle. hit rate 1.4% among 290,000. AID 1529. binding response (% of control), % at 10 µM;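 active means binding response more than 3 SD above or below the average of its plate-row segment, actives on both sides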;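 further: Alexa488 bead fluorescence after subtracting the streptavidin-only scavenger bead signal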
MEKK2 mut-MEK5: signal of MEK5 binding to mutant human MEKK2 PB1 domain. bead flow cytometry, Alexa488-MEK5 binding to MEKK2 mutant. percent response, % at 10 µM. hit rate 0.35% among 290,000. AID 1530; in the data active means percent response above about 24%, passing the limit was not always enough; further: inactives centre near 1; some results filed as inactive read as strong as hits; reference of the scale not given here
V1aR counter: activates human V1a receptor in oxytocin agonist counter-screen; P37288; CHO-V1R cells, Fluo-8 calcium fluorescence, agonist mode; 0% DMSO, 100% 3 nM vasopressin; activation, % at 3 µM; hit rate 0.25% among 320,000;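 active means activation above the mean activation of all tested compounds plus 3 SD, per screening run, cut at about 20% in these data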;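 further: signal is peak over basal fluorescence ratio across a 100 second FLIPR read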
Target sequence (P37288 whole entry, looked up): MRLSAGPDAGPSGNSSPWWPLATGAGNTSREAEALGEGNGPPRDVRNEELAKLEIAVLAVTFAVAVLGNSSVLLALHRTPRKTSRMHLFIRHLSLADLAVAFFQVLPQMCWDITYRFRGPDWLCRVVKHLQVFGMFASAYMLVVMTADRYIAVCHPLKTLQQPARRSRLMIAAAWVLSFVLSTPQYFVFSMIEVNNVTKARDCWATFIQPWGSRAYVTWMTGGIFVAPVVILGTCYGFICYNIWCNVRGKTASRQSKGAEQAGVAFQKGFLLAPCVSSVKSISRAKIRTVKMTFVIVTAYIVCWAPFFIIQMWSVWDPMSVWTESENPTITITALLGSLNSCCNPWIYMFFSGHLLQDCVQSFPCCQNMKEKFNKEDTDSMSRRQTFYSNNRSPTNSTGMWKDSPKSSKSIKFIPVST
GalR3 antagonist: blocks the human galanin receptor 3; AID 651719; HEK293 GalR3-CNG cAMP membrane potential fluorescence; galR3 body fused to GalR1 C-terminus; hit rate 0.44% among 360,000; inhibition, % at 3 µM;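 active means inhibition above the screen-wide average plus 3 SD, cut at about 13% in these data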;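 further: forskolin and galanin both at EC90 stimulate the cells; cAMP rise reported by CNG channel membrane potential dye signal; 0% = forskolin plus galanin with DMSO and 100% = forskolin alone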
GPR7 antag: antagonists of human GPR7 (neuropeptides B/W receptor 1). P48145. GPR7-expressing cells, fluorescence antagonist assay. inhibition, % at 4.4 µM. hit rate 1.1% among 290,000. AID 1861; in the data active means inhibition above about 16%, passing the limit was not always enough;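 further: cells stimulated with the agonist NPW; 0% = agonist with vehicle and 100% = vehicle without agonist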
Target sequence (P48145 whole entry, looked up): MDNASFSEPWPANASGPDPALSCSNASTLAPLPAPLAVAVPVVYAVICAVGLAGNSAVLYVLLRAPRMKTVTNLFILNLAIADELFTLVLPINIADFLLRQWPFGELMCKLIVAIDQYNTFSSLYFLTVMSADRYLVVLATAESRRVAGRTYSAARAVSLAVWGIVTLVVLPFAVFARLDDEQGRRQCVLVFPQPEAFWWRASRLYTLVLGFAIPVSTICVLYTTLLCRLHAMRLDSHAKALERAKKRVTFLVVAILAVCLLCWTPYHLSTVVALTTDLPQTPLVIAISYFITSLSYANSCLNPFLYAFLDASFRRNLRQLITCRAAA
OXTR agonist: human OXTR agonism; P30559; CHO-OTR cells, Fluo-8 calcium fluorescence; normalized: DMSO 0%, oxytocin 100%; activation, % at 3 µM; hit rate 0.32% among 320,000;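 active means activation above the mean of all tested compounds plus 3 SD, cutoff set per screening run, cut at about 20% in these data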;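 further: peak over basal fluorescence ratio from a 100 s FLIPR kinetic read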
PHOSPHO1 inh: blocks human PHOSPHO1 phosphatase activity | inhibition, % at 13.3 µM | AID 1565 | recombinant PHOSPHO1, absorbance phosphatase assay | Q8TCT1 | hit rate 1.1% among 290,000; in the data active means inhibition above about 60%
Target sequence (Q8TCT1 whole entry, looked up): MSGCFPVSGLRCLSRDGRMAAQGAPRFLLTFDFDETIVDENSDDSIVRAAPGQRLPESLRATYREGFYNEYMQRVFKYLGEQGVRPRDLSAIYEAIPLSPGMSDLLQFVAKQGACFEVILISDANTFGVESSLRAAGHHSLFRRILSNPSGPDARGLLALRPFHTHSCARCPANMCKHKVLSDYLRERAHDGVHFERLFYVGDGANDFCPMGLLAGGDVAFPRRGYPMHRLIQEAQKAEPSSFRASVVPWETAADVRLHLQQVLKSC
NALP1 yeast inh: NALP1 inhibition; S. cerevisiae NALP1/ASC/caspase-1 growth, X-gal OD620, 72 h; inhibition, % at 10 µM; hit rate 0.61% among 280,000; AID 2071; in the data active means inhibition mostly above about 24%, no sharp cut-off; inactive means mostly below about 32%; further: some compounds called inactive have numbers as strong as hits
MEKK2wt PB1 HTS: raises or lowers MEK5 binding to wildtype human MEKK2 PB1 domain. Q9Y2U5. bead flow cytometry, Alexa488-MEK5 binding to MEKK2 WT; actives lie on both sides. binding response (% of control), % at 10 µM. hit rate 1.1% among 290,000. AID 1531; in the data active means binding response below about 67% or above about 130%
Active calls of the source: *; nt = no result given.

Fields: MEKK3 PB1 HTS, MEKK2wt PB1 HTS, V1aR counter, MEKK2 mut-MEK5, PHOSPHO1 inh, NALP1 yeast inh, GalR3 antagonist, OXTR agonist, GPR7 antag
CN(Cc1ccccc1)C(=O)c1ccco1
→ 95, 87, -0.2, -7, -8, -6, -5, 0.2, 7
CCCc1cc(=O)oc2cc(C)cc(OCC(=O)NC(Cc3c[nH]c4ccc(O)cc34)C(=O)O)c12 (configuration not stated)
→ 101, 103, -0.2, 2, 3, -3, -2, -0.2, -3
CCc1nnc(NC(=O)CN2CCN(C3CCCCC3)CC2)s1
→ 102, 102, 0.4, 1, -9, 16, 2, -0.2, -7
CC1CCN(c2ncnc3c2cnn3Cc2ccc(Cl)cc2)CC1
→ 112, 113, 18, 4, 24, 1, -4, 6.2, 6
C=CCOc1c(Br)cc(CNc2ccc(NC(=O)C(C)C)c(OC)c2)cc1OC
→ 83, 89, -0.3, -11, -144, -9, -9, -0.2, -11
CCOC(=O)C1=C(C)NC(=O)NC1c1cc(C)sc1C (configuration not stated)
→ 103, 105, 0.1, 1, -1, -9, 1, 0.3, -15
COc1ccccc1NC(=O)NC1(C(=O)N2CCCCCC2)CCCCC1
→ 88, 104, -0.3, 3, -8, 0, -4, -0.2, -7
CCOc1ccc(-c2nn[nH]n2)cc1
→ 97, 102, -0.2, 1, 14, 5, -2, -0.2, -10
CC(C)=C1C2CC2C2C(C(=O)O)C12 (configuration not stated)
→ 106, 106, -0.3, 6, -5, 3, 0, 0.0, 1
COc1ccc(C(=O)OCCN2CCCCC2)cc1
→ 104, 108, 0.7, 11, 11, -9, -2, 0.3, -1
NC(=O)c1c(NC(=O)CN2CCCC2)sc2c1CCCC2
→ 90, 94, 0.1, 7, 0, nt, -2, 1.6, -5
CCOc1cccc(/C=C/c2ccc3cccc(O)c3n2)c1OC
→ 104, 102, 1.4, 0, 20, 23, -12, 1.5, 8
COc1cccc(/C=N/NC(=O)CSc2ccccc2C)c1O
→ 93, 102, 2.5, 0, 21, 18, -1, 4.6, -2
COc1ccc(CNC(=O)C2CCCN(S(=O)(=O)c3c(C)nn(C)c3C)C2)cc1 (configuration not stated)
→ 107, 106, 0.7, 4, -9, 14, -1, -0.1, -6
Cn1cc([N+](=O)[O-])c(C(=O)Nc2ccc(C(=O)N3CCCCC3)cc2)n1
→ 98, 99, 2.2, 1, -6, 28, 0, 1.4, -3

(listing goes on)
Fields: MEKK3 PB1 HTS, MEKK2wt PB1 HTS, V1aR counter, MEKK2 mut-MEK5, PHOSPHO1 inh, NALP1 yeast inh, GalR3 antagonist, OXTR agonist, GPR7 antag
N#CC(C(=O)NC1CCCCC1)c1nc2ccccc2nc1N1CCN(c2ccccc2F)CC1 (configuration not stated)
→ 103, 100, 0.4, -1, 14, 2, 0, -0.3, -1
COc1ccc(NC(=O)c2ccccc2SC)c(OC)c1
→ 102, 98, -1.5, 1, 0, -29, 3, -2.0, -8
CC(=O)Nc1ccc(NC(=O)CSc2ccc3nnc(CCNS(=O)(=O)c4ccc(C)cc4)n3n2)cc1
→ 99, 94, 1.1, -4, 38, 26, 1, 0.3, -8
CCN1CCCC1CNC(=O)C(=O)Nc1ccccc1OC (configuration not stated)
→ 103, 104, -0.1, 6, 18, 0, -5, 1.0, 2
CCn1c2ccccc2c2cc(NC(=O)CSc3nccc(=O)[nH]3)ccc21
→ 102, 94, 0.3, -4, 48, -8, 6, 0.1, -3
Cn1cc(CN2CCC(C(=O)N3CCCCC3)CC2)c(-c2ccccc2F)n1
→ 103, 105, -0.1, 2, 28, 17, -1, 0.1, -3
CCN(CC)C(=S)Nc1ccc(C(=O)OC)cc1
→ 77, 86, 0.4, -8, 47, -5, -3, 0.4, 5
Cn1cc(-c2ccccc2C(=O)O)c(=O)c2ccccc21
→ 100, 101, 0.2, -2, 36, 15, -14, 0.5, -11
N#CCOC(=O)C1CSC2(c3ccc(Br)cc3)CCC(=O)N12 (configuration not stated)
→ 111, 96, -0.1, -1, -40, 8, -1, 0.0, 0
Cc1ccc2nc(S(=O)(=O)O)[nH]c2c1
→ 99, 100, -0.6, 4, -18, 20, -4, -0.3, 1
COC(=O)C[C@H]1c2cc(F)ccc2S(=O)(=O)N1c1ccccc1
→ 100, 105, -0.6, 0, nt, nt, -3, -0.3, nt
COc1ccc(/C=N/NC(=O)COc2cc(C)cc(C)c2)cc1COC(C)=O
→ 97, 95, 0.5, -1, 9, 37, -1, -0.7, -9
COC(=O)c1cc([N+](=O)[O-])c(-n2cncn2)c([N+](=O)[O-])c1
→ 100, 92, nt, -8, 1, 2, -3, nt, 4
O=[N+]([O-])c1cc(S(=O)(=O)C(F)(F)F)ccc1NCC1CCCO1 (configuration not stated)
→ 104, 103, 8.1, 11, 22, 4, -9, 3.9, 2
Cn1nc(C(C)(C)C)cc1C(=O)NNC(=O)c1ccc(C(F)(F)F)cc1
→ 103, 99, 7.6, 3, 51, nt, -2, 7.1, -12

One compound at a time, as listed above. Order of screens: MEKK3 PB1 HTS	MEKK2wt PB1 HTS	V1aR counter	MEKK2 mut-MEK5	PHOSPHO1 inh	NALP1 yeast inh	GalR3 antagonist	OXTR agonist	GPR7 antag
Entry for Cn1cc(-c2ccccc2C(=O)O)c(=O)c2ccccc21 → 100	101	0.2	-2	36	15	-14	0.5	-11
Entry for CCN(CC)C(=S)Nc1ccc(C(=O)OC)cc1 → 77	86	0.4	-8	47	-5	-3	0.4	5
Entry for N#CCOC(=O)C1CSC2(c3ccc(Br)cc3)CCC(=O)N12 (configuration not stated) → 111	96	-0.1	-1	-40	8	-1	0.0	0
Entry for Cn1nc(C(C)(C)C)cc1C(=O)NNC(=O)c1ccc(C(F)(F)F)cc1 → 103	99	7.6	3	51	nt	-2	7.1	-12
Entry for CCN1CCCC1CNC(=O)C(=O)Nc1ccccc1OC (configuration not stated) → 103	104	-0.1	6	18	0	-5	1.0	2

Carrying on.
Fields: MEKK3 PB1 HTS, MEKK2wt PB1 HTS, V1aR counter, MEKK2 mut-MEK5, PHOSPHO1 inh, NALP1 yeast inh, GalR3 antagonist, OXTR agonist, GPR7 antag
CCCc1nnc(NC(=O)C2CCN(C(=O)C3CC(=O)N(c4ccc(C)cc4)C3)CC2)s1 (configuration not stated)
→ 101, 97, 0.2, -4, -6, 14, -5, -0.3, 4
COc1ccc(-c2csc(NC(=O)C3CC(=O)N(Cc4ccco4)C3)n2)cc1 (configuration not stated)
→ 80, 91, 6.5, -2, 16, 1, -1, 3.7, 1
Cc1ccc(S(=O)(=O)N2CCCCC2)cc1NC(=O)COC(=O)c1c(F)cccc1F
→ 103, 100, 1.6, -1, -10, 7, -3, 1.1, -19
CC1(C)Cc2c(sc3c2c(=N)n(Cc2ccco2)c(=O)n3CC(=O)Nc2cccc(Cl)c2)CO1
→ 109, 98, 0.3, 1, 21, 18, 3, -1.0, 2
O=C(CCCN1C(=O)c2ccccc2C1=O)Nc1cccnc1
→ 89, 101, 1.6, -3, -1, -4, -5, 1.7, -6
CCCC(C(=O)NC(C)(C)C)N(CC1CCCO1)C(=O)CNS(=O)(=O)c1ccc(F)cc1 (configuration not stated)
→ 104, 102, 0.2, 0, 23, -7, 0, -0.8, -6
NC(=O)C1CCN(CC(=O)Nc2cccnc2Cl)CC1
→ 100, 98, 1.4, -1, 22, 17, 1, 0.3, -7
COc1ccc(C(=O)/C=C2\NCCc3cc(OC)c(OC)cc32)cc1OC
→ 101, 106, 2.1, 2, nt, 1, -3, -1.8, -5
O=C(CN1C(=O)c2cccnc2Oc2ccc(Cl)cc21)NCCC1=CCCCC1
→ 102, 100, -0.6, 1, 13, -1, -1, 0.0, 8
CCOC(=O)c1ccc(N=Cc2nc(-c3ccccc3)oc2OC(C)=O)cc1
→ 101, 91, 0.7, -3, 7, -14, -4, -0.8, 2
CCO[C@@H]1OC(C(=O)NCc2ccccc2)=C[C@H](c2ccccc2)[C@H]1CCCO
→ 100, 112, 0.0, 1, 40, 3, -8, -0.8, 17
Cc1ccccc1CN1CCN(S(=O)(=O)c2cccc3nsnc23)CC1
→ 106, 108, 4.0, 3, -15, 5, -5, -0.6, -3
CCCCCCCNc1cccc(C)c1
→ 80, 86, 1.9, -30, 28, 0, 0, -1.3, -8
COC(=O)/C(=C\c1cc(OC)c(OC)c(OC)c1)c1nc2ccccc2[nH]1
→ 98, 96, 0.1, -2, 9, 19, -4, 0.8, -2
CN1C(=O)C2(C(C#N)=C(N)Oc3c2oc(CO)cc3=O)c2ccccc21 (configuration not stated)
→ 98, 101, 0.7, 1, -18, -4, -5, 0.6, -11

(further entries)
Fields: MEKK3 PB1 HTS, MEKK2wt PB1 HTS, V1aR counter, MEKK2 mut-MEK5, PHOSPHO1 inh, NALP1 yeast inh, GalR3 antagonist, OXTR agonist, GPR7 antag
O=C(N/N=C/c1ccc2c(c1)OCCO2)c1ccncc1
→ 102, 99, 0.3, -2, 12, -18, -4, -0.1, -20
O=C(Nc1cccc(/C=C/c2nc3ccccc3c(=O)[nH]2)c1)c1ccccc1Cl
→ 96, 100, 0.3, -3, 32, 12, 0, -0.2, -14
COCCn1c(C)cc(/C=C2/SC(=O)N(C(C)C(=O)OC)C2=O)c1C (configuration not stated)
→ 106, 102, 0.8, 9, 20, -38, 2, 0.4, -20
Cc1cc(C(=O)Nc2ccccc2)oc1C
→ 105, 108, -0.5, 5, -2, 5, 1, -1.7, -11
Cc1ccc2cc(C#N)c(SCC(=O)NNC(=O)Cc3ccccc3)nc2c1
→ 96, 84, nt, -2, -12, 18, 2, nt, 13
CC(C)(C)C1CCC(C(=O)Nc2nccs2)CC1 (configuration not stated)
→ 98, 96, 0.0, 2, 19, 17, -8, -1.4, -10
O=C(O)CCN1c2ccccc2Sc2ccccc21
→ 97, 101, nt, 2, 29, 5, -8, nt, -1
COc1ccc([C@H]2/C=C\CN(S(=O)(=O)/C=C/c3ccccc3)[C@@H](C)C(=O)N2Cc2ccc(F)cc2)cc1
→ 105, 99, -0.1, 5, nt, nt, -5, 1.6, nt
O=C(NC1CC1)C1CCN(c2nc3ccccc3s2)CC1
→ 94, 98, 1.0, 2, 23, 9, -4, 1.1, -6
CCOC(=O)/C(C#N)=C/c1c(Oc2cccc(C)c2)nc2c(C)cccn2c1=O
→ 113, 104, 0.6, -1, 7, 27, -3, 0.1, 0
CC(C)Oc1ccc(NC(=O)Oc2ccccc2)cc1
→ 101, 102, 0.3, 2, 19, -7, -2, -0.1, 2
Cc1ccc2c(c1)NC(=O)C(CC(=O)NCCN(C)C)O2 (configuration not stated)
→ 96, 102, 0.6, 0, 9, -32, -1, 1.1, -15
CC(=O)c1cccc(NC=C2C(=O)OC3(CCCCC3)OC2=O)c1
→ 103, 103, 0.6, 10, 42, -10, 1, -0.2, -9
Cc1nnc(N/N=C\c2ccc(-c3cccc(C(=O)O)c3)o2)n1N
→ 97, 98, 0.0, -3, -83, 4, -9, 0.6, -3
O=C(Nc1ccc([N+](=O)[O-])cc1)C1COc2ccccc2O1 (configuration not stated)
→ 105, 109, 9.1, 2, 13, 6, -9, 3.6, 3
